KDM5B inh: KDM5B demethylase inhibition; KDM5B demethylase, FDH-coupled NADH fluorescence (FDH is formaldehyde dehydrogenase); Potency, µM (highest dose often 57.7 µM), for inactives: at the top dose activity change, negative = inhibition, most hits filed as inhibitors; 220,000 compounds, 2.6% hits; AID 1347165; active means well fitted inhibition curve with a large enough effect; inconclusive means small, poorly fitted or top-dose-only effect; inactive means no such curve, though single readings can be large or run the other way; further: 0% is about no effect; nearly all actives have a fitted effect of over 70% in size
Target sequence (Q9UGL1 whole entry, looked up): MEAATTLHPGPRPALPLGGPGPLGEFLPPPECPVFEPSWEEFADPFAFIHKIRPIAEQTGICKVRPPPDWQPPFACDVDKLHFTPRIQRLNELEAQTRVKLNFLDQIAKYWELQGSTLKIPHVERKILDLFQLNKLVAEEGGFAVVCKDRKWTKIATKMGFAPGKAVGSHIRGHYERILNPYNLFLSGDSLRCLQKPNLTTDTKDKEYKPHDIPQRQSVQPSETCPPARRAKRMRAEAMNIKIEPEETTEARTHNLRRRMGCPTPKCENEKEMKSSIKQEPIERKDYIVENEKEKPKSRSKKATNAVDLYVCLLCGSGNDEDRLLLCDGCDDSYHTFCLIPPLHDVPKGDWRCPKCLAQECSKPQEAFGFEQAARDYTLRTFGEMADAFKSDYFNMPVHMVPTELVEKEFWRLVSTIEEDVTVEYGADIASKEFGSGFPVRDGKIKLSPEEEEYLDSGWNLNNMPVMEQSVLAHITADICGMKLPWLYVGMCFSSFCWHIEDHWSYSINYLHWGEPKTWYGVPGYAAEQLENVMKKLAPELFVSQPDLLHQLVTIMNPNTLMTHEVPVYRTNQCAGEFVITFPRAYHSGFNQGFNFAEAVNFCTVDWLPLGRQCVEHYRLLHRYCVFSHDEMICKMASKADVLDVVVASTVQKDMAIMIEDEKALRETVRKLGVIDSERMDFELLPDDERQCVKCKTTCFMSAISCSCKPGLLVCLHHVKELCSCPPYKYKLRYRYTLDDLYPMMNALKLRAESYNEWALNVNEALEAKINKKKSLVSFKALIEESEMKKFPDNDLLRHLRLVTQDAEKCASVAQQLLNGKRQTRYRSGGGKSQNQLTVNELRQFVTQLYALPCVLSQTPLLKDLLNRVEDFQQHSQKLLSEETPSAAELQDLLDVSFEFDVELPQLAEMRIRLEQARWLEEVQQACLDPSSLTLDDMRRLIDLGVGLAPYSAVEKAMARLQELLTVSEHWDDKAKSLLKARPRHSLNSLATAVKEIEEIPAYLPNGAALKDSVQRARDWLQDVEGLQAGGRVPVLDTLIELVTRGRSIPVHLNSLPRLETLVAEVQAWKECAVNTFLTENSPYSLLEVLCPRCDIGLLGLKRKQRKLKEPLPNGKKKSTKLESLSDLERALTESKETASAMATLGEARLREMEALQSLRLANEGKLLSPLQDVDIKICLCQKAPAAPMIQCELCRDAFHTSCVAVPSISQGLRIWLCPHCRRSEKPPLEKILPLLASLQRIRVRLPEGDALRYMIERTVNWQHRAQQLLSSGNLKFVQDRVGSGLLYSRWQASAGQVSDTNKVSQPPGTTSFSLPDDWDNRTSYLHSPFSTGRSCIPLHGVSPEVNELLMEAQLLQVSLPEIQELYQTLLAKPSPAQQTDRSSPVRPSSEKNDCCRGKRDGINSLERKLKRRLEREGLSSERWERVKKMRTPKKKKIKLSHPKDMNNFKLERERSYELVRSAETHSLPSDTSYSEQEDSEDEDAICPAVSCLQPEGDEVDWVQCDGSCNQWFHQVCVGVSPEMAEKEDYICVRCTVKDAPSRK
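qHTS format, multiple compound concentrations. Buffer 50 mM HEPES pH 7.5/0.01% Tween-20; 200 nM KDM5BΔAP final; 10 min compound preincubation; substrate-mix levels 12.5 µM peptide, 25 µM α-KG, 0.25 mM NAD⁺; 30 min RT; ΔRFU.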
* hit, by the source's call; i = inactive; ? = inconclusive; [ ] = another dose, or the depositor's remark. Potency means the concentration at half of the fitted maximal effect.

KDM5B inh	molecule
8%[115 µM]	C[S+](=O)([O-])N1Cc2ccccc2OC2(CCN(C(=O)Cc3ccc(O)cc3)CC2)C1
?	CCCCc1cc(=O)oc2cc(C)cc(OCC(=O)NCc3ccccn3)c12
?	CCCc1noc(COc2ccc3c(C)cc(=O)oc3c2)n1
16%	Cn1nc(C(=O)N2CCCC2c2nc3ccccc3s2)c2ccccc2c1=O (configuration not stated)
15%	COc1ccc(NC(=O)Nc2nnc(CC(=O)Nc3ccccc3)s2)cc1
8%	CCOC(=O)/C(C#N)=C\c1ccc(-c2cccc(C(F)(F)F)c2)o1
?	COc1cccc(NC(=O)CSc2nc3ccc(NC(=O)c4cccs4)cc3s2)c1
-43%	CCn1c(CNC(=O)C23CC4CC(CC(C4)C2)C3)nnc1SCC(=O)Nc1ccc(OC)cc1
5%	Cc1ccc(C)c(C(=O)N2CCN(c3ncccn3)CC2)c1
-27%	O=C1CCN(C(=O)C2CCN(C(=O)CCc3c[nH]c4ccccc34)CC2)CCCCCCN1
-12%	O=C(CC1CCCN(c2cnn(CC3CC3)c(=O)c2)C1)NC1CCCCC1 (configuration not stated)
i	NC(=O)c1ccc(CNC(=O)c2nccnc2N)cc1
1%	CCCN1C(=O)C(O)(CC(=O)c2ccc3c(c2)OCO3)c2ccccc21 (configuration not stated)
?	COc1cccc(C(=O)N2CCCCC2c2nc(-c3cnccn3)n[nH]2)c1 (configuration not stated)
?	Cc1noc(C2CC3(CCN(C(=O)CCCc4c[nH]c5ccccc45)CC3)CN2C)n1 (configuration not stated)
3%	COc1ccc(NC(=O)CSCc2ccc(F)cc2Cl)cc1
-4%	COCCN1CCC(N2CCN(C(=O)CC3CCCCC3)CC2)C1=O (configuration not stated)
?	CC(C)NC(=O)NC1CC2(CCN(Cc3ccc(O)cc3)CC2)c2ccccc21 (configuration not stated)
?	COc1cccc(NC(=O)C2CCCN(c3nnc(-n4c(C)ccc4C)s3)C2)c1 (configuration not stated)
-25%	O=C(Nc1ccc2ccccc2n1)c1ccc(S(=O)(=O)NC2CC2)cc1
?	CN(Cc1ccccn1)Cc1ccccc1C(F)(F)F
-2%	Cc1n[nH]c(=S)n(/N=C/c2cccc([N+](=O)[O-])c2)c1=O
?	O=C(CN1CCCCCC1)NN(Cc1ccccc1)c1ccccc1
-5%	Cc1cccc(CC(C)NC(=O)c2ccc3nc(Cc4ccccc4F)oc3c2)n1 (configuration not stated)
7%	COC(=O)c1ccc(NS(=O)(=O)c2c(C)cc(C)cc2C)cc1
?	CCNC(=O)[C@@H]1CCCN1C1(C(=O)NC)CCCCC1
-22%[149 µM]	NCC(=O)N1Cc2ccccc2CC2(CCCN(CC3CCCC3)C2)C1 (configuration not stated)
-30%	CNC(=O)[C@@H]1C[C@@H](O)CN1C1CCN(C(=O)C2(c3ccccc3)CC2)CC1
19%	COc1cccc(-n2c(=O)n(Cc3ccccc3)c(=O)c3[nH]cnc32)c1C
-3%	Cc1ccc2[nH]c(=O)c(CN(Cc3cccnc3)C(=O)c3cccnc3)cc2c1

Single values from the results shown.
Value for Cc1ccc2[nH]c(=O)c(CN(Cc3cccnc3)C(=O)c3cccnc3)cc2c1 under KDM5B inh: -3%
Value for O=C(Nc1ccc2ccccc2n1)c1ccc(S(=O)(=O)NC2CC2)cc1 under KDM5B inh: -25%

Remaining list, next part:
KDM5B inh	molecule
-20%	CCOC(=O)c1c(Nc2cccc(O)c2)nnc(-c2ccccc2)c1-c1ccccc1
-21%	CCc1ccc2oc(C(=O)NCc3ccncc3)cc(=O)c2c1
?	CC1CCc2c(sc(NC(=O)CCCOc3ccccc3)c2C(N)=O)C1 (configuration not stated)
20%	CCC(=O)N1CCCc2cc(S(=O)(=O)N3CCC(C(=O)NC4CCCCC4)CC3)ccc21
16%	Cc1nn(-c2ccccc2)c2c1N(CC(=O)N1CCN(c3ccc(F)cc3)CC1)C(=O)CS2
?	Cc1nn(C)c(C)c1CCN(C)C(=O)CCC[C@H]1NC[C@@H]2C[C@H]1CN(Cc1ccccc1)C2
-3%[86.2 µM]	COCCC(=O)N[C@H]1CC[C@]2(C)CC[C@@H]([C@H](C)C(=O)NC(C)(C)C)[C@H](O)[C@H]2[C@@H]1C
-7%	CCc1ncc(C(=O)NC(c2ccc(C)cc2)c2cccs2)cn1 (configuration not stated)
11%	O=c1oc2c(O)cccc2cc1-c1nc(-c2ccc(Cl)cc2)no1
?	COc1cc2c(cc1OC)-c1c(c(C(=O)NCCN3CCOCC3)nn1-c1ccccc1)C2
3%	COc1ccc(-c2nn(C)c(=O)c3ccccc23)cc1NC(=O)c1ccccc1Cl
-13%	Cc1cc(Cl)ccc1NS(=O)(=O)c1c(C)[nH]c(=O)[nH]c1=O
7%	Cc1csc(SCC(=O)Nc2ccccc2C(=O)Nc2ccc(F)cc2)n1
10%	CCOc1ccc(S(=O)(=O)N(C)CC(=O)NCc2ccccn2)cc1Cl
18%	Cc1ccc(Nc2ccccc2)nn1
-10%	COc1ccc(C2=NOC(C(=O)N3CCN(c4ccc(F)cc4)CC3)C2)cc1OC (configuration not stated)
?	COc1ccc2c(c1)cc(C(=O)Nc1c(C)cccc1C)n2C
34%[activator]	O=C(COC(=O)c1ccc(NC(=O)C2CC=CCC2C(=O)O)cc1)c1ccccc1 (configuration not stated)
32µM*	O=C1CC(c2noc(-c3ccc(-c4ccccc4)cc3)n2)CN1c1ccc(F)cc1 (configuration not stated)
28%	Cc1cccc(OCCc2noc(C3CCCN3C(=O)C3CCCC3)n2)c1 (configuration not stated)
?	COCCN1C(=O)CCC2(CNC(=O)c3ccncc3)CCC=C12 (configuration not stated)
30%[activator]	O=[N+]([O-])c1cccc(-n2nc(-c3ccccc3)c3cnc4cc(C(F)(F)F)ccc4c32)c1
-1%	COc1cc(OC)c(NC(=O)Cn2nc(Cc3ccncc3)c3ccccc3c2=O)cc1Cl
40µM*	O=C(c1nc(-c2ccccc2)c2ccccn12)N1CCOCC1
-8%	O=C(Nc1cccc(Cl)c1)N1CCC(CN2CCOCC2)CC1
3%	O=C(COc1ccc(F)cc1)Nc1ccccc1OCc1cc(=O)n2ccccc2n1
?	CC(C)CNc1nc(C(=O)Nc2ccccc2O)cs1
?	C[C@H](NC(=O)OC(C)(C)C)C(=O)N/N=C/C1=Cc2ccccc2OC1
?	CCOc1ccc(/C=C/c2nc(C#N)c(NCc3ccc(F)cc3)o2)cc1
17%	COC(=O)c1ccc(/C=c2\s/c(=C\C(=O)c3ccccc3C)n(C)c2=O)cc1
4%	CCCCNC(=O)c1ccc(C)c(NC(=O)c2ccccc2)c1
3%	Cc1ccc(C(=O)N2CCCCCNC(=O)[C@@H]3CCC[C@@H]32)s1
-33%	COc1ccc(NC(=O)c2c(C)oc3ccn(Cc4cccc(F)c4)c(=O)c23)c(OC)c1
-46%	CCOCCCNCc1ccc(Cl)cc1Cl
1%	COc1ccc(/C(Cl)=C(/C=N/O)c2ccc(OC)cc2)cc1
?	CCc1ccc(-c2cc(C(=O)NCc3cccnc3)c3ccccc3n2)cc1
5%	Fc1cc(Br)ccc1CSc1nc2ncccc2o1
23%	CC(=O)c1ccc(-c2nc(C3CCOC3)no2)s1 (configuration not stated)
-1%	Cc1ccc(Cc2cnc(NC(=O)C3Cc4ccc(C)cc4C(=O)O3)s2)cc1 (configuration not stated)
7%	Cc1ccc2c(c1)C(c1ccc(F)cc1)N(C(=O)CCc1ccccc1)CC(=O)N2 (configuration not stated)
-6%	COC[C@]1(O)CCN(C(=O)CCc2ccccc2)CC1(C)C
9%	c1ccc(-c2ccc(Oc3ncnc4sc(-c5ccccc5)cc34)cc2)cc1
6%	CC(C)C1CN(Cc2cscn2)CCC(=O)N1Cc1ccc(F)cc1 (configuration not stated)
-28%	O=C(/C=C/c1ccc(-c2ccccc2)o1)c1ccco1
-17%	COc1ccccc1NC(=O)c1ccc(NC(=O)CC2Sc3ccccc3NC2=O)cc1 (configuration not stated)

Some of the entries above, set out differently:
compound: CCc1ccc2oc(C(=O)NCc3ccncc3)cc(=O)c2c1
- KDM5B inh: -21%

compound: COC[C@]1(O)CCN(C(=O)CCc2ccccc2)CC1(C)C
- KDM5B inh: -6%

Arranged by SMILES length (high to low): part of the list above
KDM5B inh	molecule
?	COc1cccc(NC(=O)C2CCCN(c3nnc(-n4c(C)ccc4C)s3)C2)c1 (configuration not stated)
?	CCOc1ccc(/C=C/c2nc(C#N)c(NCc3ccc(F)cc3)o2)cc1
?	COCCN1C(=O)CCC2(CNC(=O)c3ccncc3)CCC=C12 (configuration not stated)
?	CCCc1noc(COc2ccc3c(C)cc(=O)oc3c2)n1

Remaining list, next part.
KDM5B inh	molecule
-27%	O=C(Nc1ccc2c(c1)OCCO2)C1CC(=O)N(c2n[nH]c3ccccc23)C1 (configuration not stated)
-2%	O=C(NC1CCCN(c2cc(-c3ccccc3)[nH]n2)C1)c1ccc(Br)o1 (configuration not stated)
-26%	CCOC(=O)C(CC)n1nc(C)n2c(cc3occc32)c1=O (configuration not stated)
17%	CCc1noc(-c2cn(C3CCN(C(=O)c4sccc4C)C3)nn2)n1 (configuration not stated)
20%	COc1cccc(Oc2coc3cc(OCC#N)ccc3c2=O)c1
-8%	O=C(NCCc1ccccc1)c1nn(-c2ccccc2Cl)nc1CO
-27%	Cc1cc2nc(-c3cccc(NC(=O)CSc4ccc(Cl)cc4)c3)oc2cc1C
-7%	CCOc1ccc(C2CC(=O)c3c([nH]c(C(=O)OCC4CCCCC4)c3C)C2)cc1 (configuration not stated)
20%	O=C(Nc1cc(F)cc(F)c1)C1CCCCC1
14%	O=C(c1cc(COc2ccc3c(c2)CCCC3)on1)N1CCCC1
?	COc1ccccc1C(=O)Nc1ccc(S(=O)(=O)Nc2nc(C)cc(C)n2)cc1
-5%	CCOC(=O)C1CCC(CN(Cc2ccc(Cl)cc2)S(=O)(=O)c2ccc(Br)cc2)CC1 (configuration not stated)
?	Cc1c(/C(O)=C2/C(=O)C(=O)N(CCN3CCOCC3)C2c2ccco2)cnn1-c1ccccc1 (configuration not stated)
?	CC(C)c1cccc(OCC(=O)Nc2ccc(S(=O)(=O)Nc3ccccn3)cc2)c1
-15%	COc1ccccc1NC(=O)c1cc(S(=O)(=O)N(C)C2CCCCC2)ccc1F
13%	COc1ccc(CNC(=O)[C@@H]2CCC[C@@H](NC(=O)c3ccccc3)CN(C)C(=O)C2)cc1
-15%[86.2 µM]	CC(C)c1ccc(C(=O)NC[C@@H]2CC[C@H]3C[C@@H]2C3(C)C)cc1
30%	CC(Oc1ccccc1)C(=O)Nc1c2c(nn1-c1ccccc1)CS(=O)(=O)C2 (configuration not stated)
?	Cc1ccc(C)c(CSc2cn(CCNC(=O)c3ccccc3F)c3ccccc23)c1
?	C[S+](=O)([O-])N1CCCN(c2nc3ncccc3o2)CC1
21%	Clc1ccc(C2NC3=NCN(Cc4ccco4)CN3c3nc4ccccc4n32)cc1 (configuration not stated)
-11%	O=C(Nc1ccc2nsnc2c1)c1cc(=O)c2ccccc2o1
-5%	COc1cc2c(cc1OC)C(COc1cc(C)cc(C)c1)N(C(=O)C(C)(C)C)CC2 (configuration not stated)
1%	COc1ccc(C(=O)N2CCC3(CC2)CC(O)CCO3)c(OC)c1 (configuration not stated)
?	COC(=O)C1=CNC=C(C(=O)OC)C1c1ccc(Cl)c(Cl)c1
-14%	Cc1ccc(S(=O)(=O)N2c3cccc4cccc(c34)S2(=O)=O)cc1
-25%	N#Cc1ccc(/C=N/Nc2ccc3ccccc3c2)cc1
-5%	Cc1cc(C(=O)N(Cc2ccncc2)Cc2cccc(OCCc3ccc(F)cc3)c2)n(C)n1
-4%	CCCn1cnc(NC(=O)NC2CC(C)(C)NC(C)(C)C2)n1
?	CCc1nc2ccc(C(=O)N3CCN(c4ccccc4)CC3)cc2nc1CC
-2%	COCCn1c(C)cnc1CCNC(=O)c1ccnn1C
-8%	COc1cccc(/C=C/C(=O)c2ccc(C(=O)O)s2)c1OC
-27%	COc1ccc(N2CCN(C(CNC(=O)c3c(F)cccc3F)c3ccc4c(c3)OCO4)CC2)cc1 (configuration not stated)
7%	CCOc1cc(C=O)cc(Cl)c1OC(C)C(=O)OC (configuration not stated)
32%[activator]	CC1CCCC(C)N1C(=O)c1ccc(CS(=O)(=O)c2ccccc2)cc1 (configuration not stated)
?	CCOC(=O)Cc1ccc(NC(=O)N2CCOc3ccc(C)cc32)cc1
?	CCCCOc1ccc2c(-c3ccccc3)cc(=O)oc2c1
-5%	CCC(C)(C)C(=O)N1CCC(N2C(=O)CCC2C(=O)NCc2ccccc2)CC1 (configuration not stated)
13%	Cc1cc(C)cc(NC(=S)NNC(=O)c2csc(C)c2)c1
16%	CCC1CN(C(=O)C2CCN(c3nc4ccccc4o3)CC2)CCO1 (configuration not stated)
11%	CCCc1cc(=O)n2[nH]c(NC(=O)C3CCCCC3)nc2n1
-15%	Cc1ccc(C(=O)N2C[C@@H](Oc3cccnc3)C[C@H]2C(N)=O)s1
7%	Cc1cccc(N2CCN(C(=O)C3c4ccccc4CC(=O)N3C)CC2)c1C (configuration not stated)

6 records picked at random from the list so far:
KDM5B inh	molecule
?	CCCCOc1ccc2c(-c3ccccc3)cc(=O)oc2c1
7%	CCOc1cc(C=O)cc(Cl)c1OC(C)C(=O)OC (configuration not stated)
-27%	COc1ccc(N2CCN(C(CNC(=O)c3c(F)cccc3F)c3ccc4c(c3)OCO4)CC2)cc1 (configuration not stated)
13%	Cc1cc(C)cc(NC(=S)NNC(=O)c2csc(C)c2)c1
16%	CCC1CN(C(=O)C2CCN(c3nc4ccccc4o3)CC2)CCO1 (configuration not stated)
-5%	CCC(C)(C)C(=O)N1CCC(N2C(=O)CCC2C(=O)NCc2ccccc2)CC1 (configuration not stated)

Screening data deposited in PubChem BioAssay by National Center for Advancing Translational Sciences (NCATS).

Not all compounds are listed. The share of hits here may be higher or lower than overall.
